OXTR potentiate: human OXTR potentiators, primary screen, fluorescence, CHO-OTR cells, Fluo-8 calcium | Oxytocin receptor (Homo sapiens), P30559 | Fluo-8 calcium fluorescence, potentiator mode; 0% = oxytocin EC15, 100% = EC100 | activation, % at 3 µM | actives 0.061% (n = 320,000);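 active means activation above that plate's cutoff, the mean activation of tested compounds plus 3 SD, cut at about 6.6% in these data, passing the limit was not always enough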;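 further: 100% uses oxytocin at 75 nM as the full agonist control; some results filed as inactive read as strong as hits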
Target sequence (P30559 whole entry, looked up): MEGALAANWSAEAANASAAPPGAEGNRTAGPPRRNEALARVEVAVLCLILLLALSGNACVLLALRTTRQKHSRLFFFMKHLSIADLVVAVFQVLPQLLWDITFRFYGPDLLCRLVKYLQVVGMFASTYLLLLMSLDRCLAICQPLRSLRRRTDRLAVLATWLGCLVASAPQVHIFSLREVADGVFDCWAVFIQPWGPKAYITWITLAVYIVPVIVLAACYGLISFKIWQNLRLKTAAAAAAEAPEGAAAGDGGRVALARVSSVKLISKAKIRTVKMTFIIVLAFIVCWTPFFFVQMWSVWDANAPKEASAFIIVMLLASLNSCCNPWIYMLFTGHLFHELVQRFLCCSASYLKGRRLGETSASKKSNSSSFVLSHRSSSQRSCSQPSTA
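Assay system: CHO cell line stably expressing human OTR | Also added: Oxytocin at about EC15, sub-maximal agonist stimulus | Times: Compound 6 min at room temperature before oxytocin, 100 s read | Measured by: Fluo-8 intracellular calcium fluorescence, ex 470-495, em 515-575 nm | Controls: EC15 oxytocin alone as 0%, 75 nM oxytocin as 100%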
M1 ag: human M1 muscarinic receptor agonists, primary screen, Fluo-8 calcium fluorescence, CHO-K1 cells, HTS; Muscarinic acetylcholine receptor M1 (Homo sapiens), P11229; CHO-K1 hM1, agonist mode; 0% DMSO, 100% acetylcholine EC100; activation, % at 3 µM; actives 0.33% (n = 360,000);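 active means activation above the run's mean compound activation plus 3 SD, cut at about 16% in these data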;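 further: peak over basal fluorescence ratio within a 140 s kinetic read after compound addition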
CHO parental Ca: ATP-evoked calcium signal inhibitors, parental CHO, primary screen, counter-screen for OX1R antagonist project, cell-based, fluorescence, Fluo-8 calcium dye | parental CHO-K1, ATP-induced calcium, Fluo-8 fluorescence | inhibition, % at 5.6 µM | actives 0.63% (n = 330,000);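 active means inhibition above that plate's mean sample inhibition plus 3 SD, cut at about 26% in these data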;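 further: 0% = ATP-challenged DMSO wells and 100% = DMSO wells without ATP; some compounds past the cut are filed as inactive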
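Material: parental CHO cells / Compound: single nominal dose of 5.6 µM per compound / Signal: Fluo-8 fluorescence / Replicates: singlicate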
TAAR1 antagonist: human TAAR1 antagonists, primary screen, Fluo-8 calcium fluorescence, CHO RD-HGA16 cells; actives 1.5% (n = 360,000); antagonist; inhibition, % at 3 µM; Trace amine-associated receptor 1 (Homo sapiens), Q96RJ0; AID 624466, 2012;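 active means inhibition above a per-plate cutoff, the mean inhibition of test compounds on that plate plus 3 SD, cut at about 49% in these data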;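 further: 0% = DMSO plus EC80 beta-PEA response and 100% = DMSO alone without agonist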
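test system = CHO RD-HGA16 cells bearing hTAAR1 | replication = singlicate | controls = DMSO-only wells and EC80 β-PEA-stimulated wells | reagent = EC80 β-phenethylamine stimulus | read-out basis = percent inhibition of PEA-evoked calcium signal, max/basal emission ratio | schedule = seeding 17-24 h prior, 75-min 37 °C, 30-min RT dye loading | signal = kinetic Fluo-8 calcium fluorescence measurement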
M1 ag parental: counter-screen for M1 agonists: effect in parental CHO-K1 cells | Fluo-8 calcium fluorescence; scaled to maximal ATP response, vehicle zero | activation, % at 3 µM | actives 0.48% (n = 360,000); in the data active means activation above about 15%;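 further: untransfected CHO-K1 host cells lacking M1 receptor as counterscreen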
CHO-K1 Ca antag: M1 antagonist counterscreen hit in parental CHO-K1 cells | ATP-induced calcium, Fluo-8 fluorescence | inhibition, % at 3 µM | AID 602250 | actives 0.6% (n = 360,000);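 active means inhibition above a per-plate cutoff, the plate's mean sample inhibition plus 3 SD, cut at about 24% in these data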;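 further: 0% = DMSO plus EC80 ATP and 100% = DMSO alone without ATP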
TAAR1 agonist: human TAAR1 agonists, primary screen, Fluo-8 calcium fluorescence, CHO RD-HGA16 cells; vehicle wells 0%, saturating PEA agonist 100%; activation, % at 3 µM; actives 0.99% (n = 360,000); AID 624467, 2012;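 active means activation above the mean activation of all test compounds in the run plus 3 SD, cut at about 38% in these data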
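test system = CHO RD-HGA16 cells carrying human TAAR1 plus Gα16 | schedule = 17-24 h seeding, 75 min 37 °C dye, 30 min RT | compound dosing = 3 µM single concentration | control set = DMSO and PEA EC100 | replicates = n 1 | signal = Fluo-8 fluorescence, 5 s baseline then 140 s kinetic read | measure = percent activation vs PEA EC100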
CHO-K1 Ca PAM: nonselective calcium activators in parental CHO-K1 cells, primary screen, counter-screen for M1 PAM project, cell-based, Fluo-8 calcium fluorescence, full deck, 1536-well; activation, % at 3 µM; actives 0.02% (n = 360,000); ATP EC20; 0% at ATP EC20, 100% at ATP max;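 active means activation above the run cutoff, the mean activation of all test compounds plus 3 SD, cut at about 40% in these data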;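 further: peak over basal fluorescence ratio in a 140 s read after ATP addition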
V1aR counter: agonists of human V1a receptor, primary screen, counter-screen for OXTR agonist project, fluorescence, CHO-V1R cells. actives 0.25% (n = 320,000). Vasopressin V1a receptor (Homo sapiens), P37288. Fluo-8 calcium fluorescence, agonist mode; 0% DMSO, 100% 3 nM vasopressin. AID 2797, 2010. activation, % at 3 µM;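 active means activation above the mean activation of all tested compounds plus 3 SD, per screening run, cut at about 20% in these data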;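 further: signal is peak over basal fluorescence ratio across a 100 second FLIPR read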
Target sequence (P37288 whole entry, looked up): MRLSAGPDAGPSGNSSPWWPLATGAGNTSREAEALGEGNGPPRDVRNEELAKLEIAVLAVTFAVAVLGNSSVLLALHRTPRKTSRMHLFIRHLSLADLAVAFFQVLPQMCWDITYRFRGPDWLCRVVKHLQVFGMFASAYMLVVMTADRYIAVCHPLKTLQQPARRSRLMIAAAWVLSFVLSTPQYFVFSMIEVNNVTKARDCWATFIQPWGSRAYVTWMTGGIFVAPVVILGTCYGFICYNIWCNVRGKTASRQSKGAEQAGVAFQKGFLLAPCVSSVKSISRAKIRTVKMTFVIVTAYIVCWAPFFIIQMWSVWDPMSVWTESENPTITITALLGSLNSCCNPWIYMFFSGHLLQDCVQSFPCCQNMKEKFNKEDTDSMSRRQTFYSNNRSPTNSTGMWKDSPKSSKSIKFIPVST
The depositor's hits bear a star; . = not tested or not shown.

SMILES	OXTR potentiate	M1 ag	CHO parental Ca	TAAR1 antagonist	M1 ag parental	CHO-K1 Ca antag	TAAR1 agonist	CHO-K1 Ca PAM	V1aR counter
O=c1c2[nH]c3ccccc3c2ncn1Cc1ccncc1	-8	1	-5	-10	0.8	-9	5	16	0.5
O=C(c1ccco1)N1CCN(Cc2cccc([N+](=O)[O-])c2)CC1	1	-7	-8	-1	0.1	2	2	-8	-0.1
Cc1ccc(N(CC(=O)NC2CCCC2)C(=O)CCC(=O)Nc2nccs2)cc1C	-5	-2	-4	-11	0.7	-11	0	15	0.3
NC(=O)CSc1cn(Cc2ccc(F)cc2)c2ccccc12	-6	1	2	-13	1.3	-2	1	26	0.7
O=C(CCS(=O)(=O)c1cccc2nsnc12)N1CC(=O)N(CCc2ccccc2)C(=O)C1	-20	3	-24	8	0.7	-6	4	8	3.3
CCOc1ccc(CN(Cc2ccco2)C(c2cccs2)c2nnnn2C(C)(C)C)cc1 (configuration not stated)	-9	-1	18	-8	0.5	-4	1	9	0.9
COc1ccc(-c2nn(-c3ccccc3)cc2/C=N/NC(=S)NC(C)C)cc1OC	0	-5	-18	21	1.8	4	10	0	0.1
O=C(Nc1ccccc1)c1ccccc1NC(=O)c1ccccc1[N+](=O)[O-]	-6	-1	-18	7	1.9	7	0	-7	-0.6
CSc1ccccc1NC(=O)Cc1ccccc1[N+](=O)[O-]	-14	-2	-3	-3	-0.2	-7	5	9	1.3
Cc1cc2nc(C3CCN(Cc4nnnn4Cc4cccs4)CC3)[nH]c2cc1C	-4	-7	-20	.	-0.1	-18	.	21	-0.9
COc1cccc(CNC(=O)C2CCN(S(=O)(=O)c3c(C)nn(C)c3C)CC2)c1	-7	-10	-7	-12	0.9	-27	5	23	-1.2
O=C(NCc1nnc(SCC(=O)N2CCCC2)o1)c1ccccc1	-11	-2	0	-1	0.4	10	1	-27	0.4
O=C(CSc1nc2ccccc2c(=O)n1CCCN1CCOCC1)Nc1ccc(F)c(Cl)c1	-11	-4	-27	30	3.6	-17	17	14	4.6
O=S(=O)(c1ccc(OCc2nc3ccccc3s2)c(Cl)c1)N1CCOCC1	-5	-2	-24	1	0.0	-11	15	13	0.8
COc1ccccc1NC(=O)COC(=O)/C=C/c1ccccc1[N+](=O)[O-]	-7	-7	-28	20	4.0	-6	2	19	0.6
COc1cccc(C(=O)O/N=C(\N)c2ccc([N+](=O)[O-])cc2)c1	1	-4	-7	-4	0.8	-6	4	17	2.1
CCOC(=O)N1CCC(NC(=O)CCCN2C(=O)CSc3ncccc32)CC1	-5	-2	0	2	0.7	-6	9	7	1.0
Cn1c(=O)[nH]c(=O)c2c1nc(N1CCCCCC1)n2CCCSc1nc2ccccc2o1	-2	-4	-45	2	0.4	-10	2	12	-1.7
COc1ccc(C#Cc2ccc3c(c2)O[C@@H](CN(C)C(=O)Nc2cccc(OC)c2)[C@H](C)CN([C@@H](C)CO)S3(=O)=O)cc1	.	-3	.	24	1.4	13	6	-6	.
CC(C)CC(=O)NC(=S)Nc1ccc(F)cc1F	-6	-12	-2	2	1.3	-3	1	12	-0.7
O=S(=O)(Nc1nc2ccccc2nc1Nc1ccc(N2CCOCC2)cc1)c1cc(Cl)ccc1Cl	-13	-6	1	30	0.7	-1	3	7	1.5
N#CN=CN1CC=C(c2ccc(Cl)cc2)CC1	.	-3	.	-12	0.9	-9	1	12	.
O=C(NCc1ccco1)c1ccc2sc([C@@H]3O[C@H](CO)[C@H](O)[C@H](O)[C@H]3O)nc2c1	.	-3	.	-3	0.2	-1	1	6	.
CCCCCc1c(C)nc(Nc2nc(C)c3cc(OC)ccc3n2)[nH]c1=O	-8	-4	-16	-4	-0.1	-2	12	8	-0.3
Cc1cccc(C)c1NC(=O)C(C)NCc1cccs1 (configuration not stated)	.	-3	.	9	-0.2	2	-1	-7	.
CCCCCn1c(=NC(C)=O)c(C#N)cc2c(=O)n3ccccc3nc21	-7	-3	-9	-6	-0.7	0	-1	-6	-1.3
CC/C(=N\NC(=O)c1csc(C)c1C)c1cccs1	-8	-3	-12	-9	0.8	-6	6	9	0.6
CCOC(=O)N1CCN(C(=O)Cc2ccsc2)CC1	-3	-4	2	-8	0.0	2	8	11	0.5
Cc1ccc(S(=O)(=O)N(C)CC(=O)N(C)CCOc2ccccc2)cc1	.	-5	.	-6	0.6	-9	1	15	.
CCn1c(C(C)NC(=O)c2cccs2)nc2ccccc21 (configuration not stated)	-1	-3	-15	-7	-0.2	-2	0	8	1.5

One compound at a time (already shown).
`CCOC(=O)N1CCC(NC(=O)CCCN2C(=O)CSc3ncccc32)CC1` across the screens: OXTR potentiate: -5; M1 ag: -2; CHO parental Ca: 0; TAAR1 antagonist: 2; M1 ag parental: 0.7; CHO-K1 Ca antag: -6; TAAR1 agonist: 9; CHO-K1 Ca PAM: 7; V1aR counter: 1.0
`Cn1c(=O)[nH]c(=O)c2c1nc(N1CCCCCC1)n2CCCSc1nc2ccccc2o1` across the screens: OXTR potentiate: -2; M1 ag: -4; CHO parental Ca: -45; TAAR1 antagonist: 2; M1 ag parental: 0.4; CHO-K1 Ca antag: -10; TAAR1 agonist: 2; CHO-K1 Ca PAM: 12; V1aR counter: -1.7
`CC/C(=N\NC(=O)c1csc(C)c1C)c1cccs1` across the screens: OXTR potentiate: -8; M1 ag: -3; CHO parental Ca: -12; TAAR1 antagonist: -9; M1 ag parental: 0.8; CHO-K1 Ca antag: -6; TAAR1 agonist: 6; CHO-K1 Ca PAM: 9; V1aR counter: 0.6

The list goes on.
SMILES	OXTR potentiate	M1 ag	CHO parental Ca	TAAR1 antagonist	M1 ag parental	CHO-K1 Ca antag	TAAR1 agonist	CHO-K1 Ca PAM	V1aR counter
COc1cccc(-c2noc(-c3ccc(Br)o3)n2)c1	-17	-5	-13	-10	0.3	-12	0	-14	0.0
O=C(NNC(=O)C1CCC1)c1ccc(F)cc1	.	-1	.	-7	0.3	-14	0	12	.
N#CCSc1nc2ccccc2o1	-5	-4	-10	-15	0.9	-11	1	11	-0.2
CC(C)Oc1cc(F)ccc1-c1cc(C(=O)NC2CCCCC2)[nH]n1	.	-6	.	7	-0.6	7	1	-11	.
O=C(CSc1nnc(CNC(=O)c2cccc(C(F)(F)F)c2)o1)NCc1ccco1	-7	-4	0	-17	1.4	-12	1	23	-0.7
CNNC(=S)NC1CC2CC1C1C=CCC21 (configuration not stated)	-3	-2	-7	-12	1.2	-6	2	14	0.6
CC(=O)c1c(C)[nH]c(C(=O)NNC(=O)c2ccc(C)cc2)c1C	1	-3	3	-3	0.4	-12	1	13	0.0
CC(=O)Nc1nnc(COc2ccccc2)s1	-2	-7	-5	11	0.4	5	1	-8	2.0
CC(=O)/C=C1\N(C)c2ccc(C)cc2C1(C)C	-3	-12	38*	-1	0.6	12	-2	13	1.0
O=C(NCc1ccccc1Cl)c1cccc2c1C(=O)c1ccc(-c3ccc(OC(F)(F)F)cc3)cc1S2(=O)=O	-3	-2	-2	.	1.2	-6	.	4	2.3
C1CCN(c2nc3nonc3nc2N2CCCC2)C1	-5	-4	-4	1	-0.1	3	1	4	0.7
COc1ccccc1CC(=O)Nc1ccc2c(c1)OC1(CCCC1)O2	-4	-9	-11	22	-0.2	-11	-2	4	-1.6
CC12CC(NC(=O)N1c1cccc(C(=O)NCc3ccc4c(c3)OCO4)c1)c1cc(Cl)ccc1O2 (configuration not stated)	-9	-5	-19	46	2.8	-8	15	27	-0.3
O=C(O)CC1(CC(=O)NCc2ccc(F)cc2)CCCCC1	-8	-3	-7	-12	-0.3	-1	2	16	0.2
COc1ccc(CC(=O)NCc2ccc(F)cc2)cc1S(=O)(=O)N1CCOCC1	-7	-3	-19	-2	1.1	-14	28	2	0.9
O=C1COc2c1ccc(O)c2O	.	-1	.	-7	-0.4	1	1	3	.
Nc1nc(N)nc(-c2ccc(Cl)cc2)n1	1	-4	0	3	-0.3	12	-2	-8	0.3
COCCNC(=O)C(c1cccnc1)N(Cc1ccccc1)C(=O)Cn1nnc2ccccc21 (configuration not stated)	-12	-4	-5	12	-0.2	-8	6	5	1.0
Cc1nnc(NC(=O)c2cccc(S(=O)(=O)N3CCOCC3)c2)s1	-6	-2	-21	3	0.3	-20	1	18	-0.2
CC(=O)c1ccccc1C(=O)N1CCCC(N2CCN(Cc3ccc4c(c3)OCO4)CC2)C1 (configuration not stated)	-10	-7	-10	-10	-0.1	4	1	-23	-0.1
CC1(C)CC(=O)C(C(C2=C(O)CC(C)(C)CC2=O)c2cccc(O)c2)C(=O)C1 (configuration not stated)	-3	-5	-15	7	0.5	-4	7	11	-0.9
Cc1ccc(OCC(=O)Nc2ccccc2C(=O)N2CCCCC2)cc1	-10	-2	-20	9	2.5	-2	4	-4	-0.6

Part of the list above, with two lines to a compound:
Each structure is followed by: OXTR potentiate	M1 ag	CHO parental Ca	TAAR1 antagonist	M1 ag parental	CHO-K1 Ca antag	TAAR1 agonist	CHO-K1 Ca PAM	V1aR counter
> CC1(C)CC(=O)C(C(C2=C(O)CC(C)(C)CC2=O)c2cccc(O)c2)C(=O)C1 (configuration not stated)
→ -3	-5	-15	7	0.5	-4	7	11	-0.9
> CC(=O)c1ccccc1C(=O)N1CCCC(N2CCN(Cc3ccc4c(c3)OCO4)CC2)C1 (configuration not stated)
→ -10	-7	-10	-10	-0.1	4	1	-23	-0.1

Ordered by the number under OXTR potentiate (smallest number first): three of the compounds above
SMILES | OXTR potentiate
O=C(O)CC1(CC(=O)NCc2ccc(F)cc2)CCCCC1 | -8
COc1ccccc1NC(=O)COC(=O)/C=C/c1ccccc1[N+](=O)[O-] | -7
C1CCN(c2nc3nonc3nc2N2CCCC2)C1 | -5
